Bioassay records as filed in PubChem BioAssay.
EPAC2 ag: qHTS for Agonist of cAMP-regulated guanine nucleotide exchange factor 4 (EPAC2): primary screen; 360,000 compounds, 0.079% hits; Potency, µM (doses to about 154 µM), for the others: top-dose activation, actives largely listed as activators; EPAC2 activation, biochemical qHTS; response scale: 100% = 6.5 mM cAMP response; AID 720711, 2013; Rap guanine nucleotide exchange factor 4 (Homo sapiens), Q8WZA2; further: nearly all actives have a fitted effect of over 50% in size
Target sequence (Q8WZA2 whole entry, looked up): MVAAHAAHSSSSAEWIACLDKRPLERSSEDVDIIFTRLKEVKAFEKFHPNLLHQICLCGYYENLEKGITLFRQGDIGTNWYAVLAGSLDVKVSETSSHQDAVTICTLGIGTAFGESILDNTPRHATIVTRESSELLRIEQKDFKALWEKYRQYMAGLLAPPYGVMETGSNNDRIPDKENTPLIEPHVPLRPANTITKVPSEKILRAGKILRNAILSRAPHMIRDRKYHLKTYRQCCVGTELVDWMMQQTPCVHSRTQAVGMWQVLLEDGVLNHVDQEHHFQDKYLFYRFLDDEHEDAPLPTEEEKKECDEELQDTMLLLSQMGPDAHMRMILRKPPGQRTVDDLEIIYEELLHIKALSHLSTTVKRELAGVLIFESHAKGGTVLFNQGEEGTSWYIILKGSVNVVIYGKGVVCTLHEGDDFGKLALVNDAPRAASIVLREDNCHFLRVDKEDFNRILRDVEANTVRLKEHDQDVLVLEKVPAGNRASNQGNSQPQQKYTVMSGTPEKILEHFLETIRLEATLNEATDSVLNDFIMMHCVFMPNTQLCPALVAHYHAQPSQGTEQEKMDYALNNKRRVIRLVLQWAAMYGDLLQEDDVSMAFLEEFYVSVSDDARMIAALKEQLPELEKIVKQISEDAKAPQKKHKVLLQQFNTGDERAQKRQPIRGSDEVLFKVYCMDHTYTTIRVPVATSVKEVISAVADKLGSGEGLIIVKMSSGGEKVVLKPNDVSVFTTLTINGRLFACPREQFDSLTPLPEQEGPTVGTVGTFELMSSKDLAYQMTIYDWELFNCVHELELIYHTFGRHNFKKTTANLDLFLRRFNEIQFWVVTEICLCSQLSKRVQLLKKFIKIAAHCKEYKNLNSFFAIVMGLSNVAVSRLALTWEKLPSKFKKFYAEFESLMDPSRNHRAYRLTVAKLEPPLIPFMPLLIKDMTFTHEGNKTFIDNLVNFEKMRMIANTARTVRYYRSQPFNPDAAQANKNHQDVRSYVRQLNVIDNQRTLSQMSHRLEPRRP
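Compounds were added across a concentration range to EPAC2 (100 nM), RAP1B-BODIPY-GDP (250 nM) and GDP (50 uM). After 5 min at room temperature, fluorescence was recorded at 5-min intervals for 30 min.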
EPAC1 ag: qHTS for Agonist of cAMP-regulated guanine nucleotide exchange factor 3 (EPAC1): primary screen | EPAC1 agonist qHTS, biochemical assay; response scale: 100% = response to 6.5 mM cAMP | Potency, µM (highest dose often 154 µM), for the others: at the highest dose activation, hits mostly activators | 360,000 compounds, 0.073% hits; further: nearly all actives have a fitted effect of over 60% in size
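Fluorescent GDP-exchange assay: 100 nM EPAC1 with 250 nM Rap1B preloaded with BODIPY-GDP and 50 uM GDP; compounds tested as concentration series, 5 min at room temperature, then read every 5 min for 30 min (ex 480/em 540 nm); normalized to 6.5 mM cAMP.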
aSyn rescue: qHTS of alpha-syn Inhibitors; Yeast expressing alpha-synuclein, growth rescue, BacTiter-Glo, 24 h; Potency, µM (titrated, usually from 46.1 µM), inactives show at the top dose growth rescue (activation), hits mostly activators; 370,000 compounds, 0.14% hits; AID 652106, 2013; further: % of control where 0% means no effect; nearly all actives have a fitted effect of over 65% in size
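Readout is rescue of growth in alpha-synuclein-expressing yeast, so inhibitors of toxicity appear as activators. Growth after 24 hr at 30 deg C in galactose medium is quantified by luminescence.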
EPAC1 antag: qHTS for Antagonist of cAMP-regulated guanine nucleotide exchange factor 3 (EPAC1): primary screen. Rap guanine nucleotide exchange factor 3 (Homo sapiens), O95398. EPAC1 GEF assay, Rap1b-BODIPY-GDP exchange fluorescence. Potency, µM (doses to about 115 µM), inactives show top-dose activity change, negative = inhibition, usual class: inhibitors. 360,000 compounds, 0.14% hits. AID 720709, 2013;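 further: plate controls were vehicle for no effect and positive control for full effect; nearly all actives have a fitted effect of over 50% in size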
EPAC2 antag: qHTS for Antagonist of cAMP-regulated guanine nucleotide exchange factor 2 (EPAC2): primary screen | Rap guanine nucleotide exchange factor 4 (Homo sapiens), Q8WZA2 | Potency, µM (highest dose often 114 µM), for the others: at the top dose activity, negative = inhibition, actives largely listed as inhibitors | AID 720708, 2013 | 360,000 compounds, 0.18% hits | EPAC2 GEF exchange of Rap1B-BODIPY-GDP, fluorescence; further: on the % scale 0 is the no-effect control and ±100 the full control effect; nearly all actives have a fitted effect of over 45% in size; many of its hits are not listed in these tables
FUS suppressor: qHTS for Suppressors of FUS Proteinopathy: Primary screen using FUS-linked yeast assay | S. cerevisiae FUS-expressing, growth rescue, OD600, 24 h | Potency, µM (series often up to 76.6 µM), for the others: at the top dose growth rescue (activation), hits mostly activators | 390,000 compounds, 0.24% hits;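 further: plate controls were DMSO vehicle for no effect and reference control for full effect; nearly all actives have a fitted effect of over 55% in size; some results filed as inactive show a strong effect at the top dose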
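FUS-expressing yeast, raffinose-pregrown, induced in 2% galactose minimal medium at OD 0.005; compounds in a dilution series, 24hr at 30C. Growth restoration read as absorbance at 600 nm. CP55940 positive control, DMSO negative.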
PTHR1 agonist: qHTS for PTHR1 Agonists: Primary Screen. Parathyroid hormone/parathyroid hormone-related peptide receptor (Homo sapiens), Q03431. HEK293 GP2 PTHR1 cells, GloSensor cAMP luminescence, 1 h. Potency, µM (highest dose often 115 µM), for inactives: at the top dose activation, most hits filed as activators. 410,000 compounds, 0.075% hits. AID 743266, 2014; further: nearly all actives have a fitted effect of over 55% in size; some results filed as inactive show a strong effect at the top dose; inactives centre near -15; many of its hits are not listed in these tables
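HEK-293-derived GP2 cells expressing PTHR1 and a GloSensor cAMP reporter, 3,000/well, plated overnight, given luciferin plus IBMX (each 0.5 mM as added) for 1 h at 37 °C, then compound for 1 h at 37 °C. Luminescence was read after 15 min at room temperature.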
TDP-43 yeast inh: qHTS of TDP-43 Inhibitors; Potency, µM (doses to about 46.1 µM), for inactives: at the highest dose growth rescue (activation), usual class: activators; TDP-43 expressing yeast growth rescue, BacTiter-Glo, 24 h; 410,000 compounds, 1.8% hits; AID 652104, 2013; further: % of control where 0% means no effect; nearly all actives have a fitted effect of over 50% in size
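Yeast cells expressing TDP-43 under galactose induction are exposed to compounds for 24 hr at 30 deg C. BacTiter-Glo luminescence measures growth, so protective compounds score as activators.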
* marks the source's active call; other numbers are inactive results; i = inactive; ? = inconclusive; / = no result given; [ ] = dose if it differs, or a comment. The call rests on the fitted dose curve; in most records, active means well fitted curve in the direction sought with a large enough effect; inconclusive means small, poorly fitted or top-dose-only effect, or another doubt; inactive means no such curve, though single readings can be large; an effect the other way counts as inactive or inconclusive. Potency means the concentration at half of the fitted maximal effect.

1) CCC1CCCCN1CCCNC(=O)c1ccc2c(c1)N(Cc1ccc(F)cc1)C(=O)c1ccccc1S2=O (configuration not stated)
2) COc1ccc(/C=N/Nc2nc(-c3cccnc3)nc3ccccc23)c(OC)c1
3) CCN1CCCc2cc(CN(CCN3CCOCC3)C(=S)Nc3ccccc3C)ccc21
4) COc1ccc(C2CC(C(F)(F)F)n3nc(C(=O)NCc4c(C)nn(C)c4C)c(Cl)c3N2)cc1 (configuration not stated)
5) COC(=O)CC1C(=O)NCCN1C(=S)NC(=O)c1ccccc1[N+](=O)[O-] (configuration not stated)
6) O=C1c2cccc(OCc3ccc(F)cc3)c2CCN1Cc1ccc(F)cc1
7) CN1C(=O)CSC1=Nc1ccc(F)cc1
8) Cc1ccc(OC(C)C(=O)Nc2ccncc2)cc1 (configuration not stated)

screen / no. | 1 | 2 | 3 | 4 | 5 | 6 | 7 | 8
EPAC2 ag | 9% | 2% | -3% | 8% | 11% | -3% | 10% | 3%
EPAC1 ag | 11% | 1% | 5% | -1% | 8% | 22% | 1% | 2%
aSyn rescue | -1% | -2% | -10% | 16% | -8% | 0% | -9% | 5%
EPAC1 antag | 25% | -3% | -8% | 11% | 9% | -7% | 7% | -23%
EPAC2 antag | 6% | 6% | ? | 0% | -6% | -12% | 11% | 8%
FUS suppressor | 16% | -11% | 18% | 20% | 34% | / | 0% | -16%
PTHR1 agonist | ? | i | i | -17% | i | -59%[inhibitor] | -32%[inhibitor] | -21%
TDP-43 yeast inh | -4% | 16% | -6% | -19% | -27% | 27% | -18% | 7%

9) Cc1noc(C)c1C(=O)NCc1cccs1
10) COc1cccc(/C=N/NC(=O)C(C)n2nc(C)c([N+](=O)[O-])c2C)c1O (configuration not stated)
11) Cc1ccc(NC(=O)CCNC(=O)Cn2cnc3ccccc3c2=O)cc1F
12) O=C(NC1CC1)c1ccccc1NC(=O)c1ccccc1OC(F)F
13) O=C(C1CCN(S(=O)(=O)N2CCC3(CC2)OCCO3)CC1)N1CCC(Cc2ccccc2)CC1
14) CCN(CC)S(=O)(=O)c1ccc(OC)c(NC(=S)Nc2ccc(C)c(C)c2)c1
15) CCN1C(=O)[C@H]2[C@@H](c3ccc(C)cc3)N3C(=O)N(c4ccc(OC)cc4)C(=O)[C@@]3(CC)[C@H]2C1=O
16) Cc1ccc(C(C(=O)NC2CCCC2)N(C(=O)Cc2cccs2)c2ccc3c(c2)OCCO3)cc1 (configuration not stated)

screen / no. | 9 | 10 | 11 | 12 | 13 | 14 | 15 | 16
EPAC2 ag | 7% | -3% | -8% | 8% | -8% | -3% | -3% | 4%
EPAC1 ag | -14% | -3% | -3% | 1% | 8% | -10% | 13% | 4%
aSyn rescue | -7% | 20% | -1% | -3% | 20% | 10% | 0% | -1%
EPAC1 antag | -11% | -8% | 11% | 10% | -5% | -13% | -7% | -5%
EPAC2 antag | 29% | 1% | -4% | 5% | -4% | -1% | 5% | -2%
FUS suppressor | / | / | 13% | -11% | 34% | / | 12% | -7%
PTHR1 agonist | 21% | i | i | i | i | -47%[inhibitor] | i | i
TDP-43 yeast inh | -49%[inhibitor] | 21% | -5% | 9% | -11% | 0% | 24% | -24%

17) Cc1ccc(NC(=O)C(C)Sc2nnc3n2CCCCC3)cc1S(=O)(=O)N1CCOCC1 (configuration not stated)
18) CN(C)c1cccc(-c2csc(N3CCC(C(N)=O)CC3)n2)c1
19) CSc1ccc(C=O)cc1
20) Cc1nn(C)c(C(=O)NNC(=S)NCc2ccco2)c1Br
21) Cc1cc(NS(=O)(=O)c2ccc(NS(=O)(=O)c3ccc(Br)cc3)cc2)no1
22) COCCCNC(=S)Nc1ccc(CC(=O)O)cc1
23) COC(=O)c1ccc2c(=O)n(CCN3CCOCC3)c(=S)[nH]c2c1
24) O=C(NC1CCCC1)c1nc(-c2c(F)cccc2F)oc1-c1ccccc1

screen / no. | 17 | 18 | 19 | 20 | 21 | 22 | 23 | 24
EPAC2 ag | 3% | 1% | 9% | 5% | -5% | -1% | 5% | 6%
EPAC1 ag | 3% | 5% | -7% | -5% | 4% | 7% | -7% | -1%
aSyn rescue | 10% | / | 10% | -9% | 6% | 0% | 0% | 0%
EPAC1 antag | 0% | -23% | 1% | ? | 12% | 1% | -6% | 1%
EPAC2 antag | 20% | 1% | -11% | 1% | -1% | -3% | -4% | -1%
FUS suppressor | -12% | 3% | -46% | -23% | 22% | 1% | 0% | -12%
PTHR1 agonist | i | -6% | -4% | i | i | -58%[inhibitor] | i | -23%
TDP-43 yeast inh | 4% | / | 18% | 12% | 14% | -16% | -6% | 3%

25) CCN1C(=O)N[C@@H](CCc2ccccc2)[C@H](C(=O)OC)[C@H]1C
26) CCOC(=O)C(NC(=O)CC(C)C)(Nc1sc(C)c(CC)c1C#N)C(F)(F)F (configuration not stated)
27) C/C(Cn1nnc([N+](=O)[O-])n1)=N\NC(=O)c1ccc(O)cc1
28) CC(=O)Nc1ccc(S(=O)(=O)Nc2cccc(S(=O)(=O)N(C)c3ccccc3)c2)cc1
29) COc1cc(OC)c(C2N(c3ccc(Cl)cc3)C(=O)C3CCCN32)cc1OC (configuration not stated)
30) CCOc1ccc(C(=O)Nc2cc(C)ccn2)cc1
31) CC(NCc1ccccc1Cl)C(=O)Nc1ccc(C#N)cc1 (configuration not stated)
32) Fc1ccc(-c2csc3nnc(SCc4cccnc4)n23)cc1

screen / no. | 25 | 26 | 27 | 28 | 29 | 30 | 31 | 32
EPAC2 ag | 8% | -11% | 5% | -4% | 4% | 1% | 11% | 2%
EPAC1 ag | -2% | -15% | 12% | 2% | 2% | -6% | 5% | -3%
aSyn rescue | -1% | 3% | 3% | 0% | -2% | -44%[inhibitor] | 2% | -7%
EPAC1 antag | 8% | 18% | -24% | 1% | -11% | 6% | 1% | 14%
EPAC2 antag | 13% | -1% | 3% | -3% | 7% | 4% | -2% | 17%
FUS suppressor | -22% | 6% | -18% | 4% | -8% | 6% | 4% | 21%
PTHR1 agonist | i | -5% | i | -40%[inhibitor] | -5% | -41%[inhibitor] | -17% | i
TDP-43 yeast inh | 27% | 9% | ? | 16% | 12% | -67%[inhibitor] | 6% | -18%

33) COC(=O)c1nn(-c2ccccc2)c(Cl)c1/C=N/O
34) Cc1ccc(C(=O)Nc2cc(C(C)C)c(O)c(C(C)C)c2)cc1
35) Cc1nn2c(-c3ccco3)nnc2c2ccccc12
36) CCN(CC)CCNC(=O)Cn1cnc2sc(C)c(S(=O)(=O)N3CCOCC3)c2c1=O
37) Cc1cccc(N2CCN(CC(=O)NCc3ccc(Cl)cc3)CC2)c1C
38) CC(CNC(=O)CCn1ccc2cc(S(=O)(=O)N3CCCC3)ccc21)c1ccccc1 (configuration not stated)
39) COc1ccc(NC(=O)c2ccccc2-c2ccc(C(F)(F)F)cc2)cc1S(=O)(=O)N1CCOCC1
40) CCC(C)NC(=O)c1ccccc1C(=O)NC(C)CC (configuration not stated)

screen / no. | 33 | 34 | 35 | 36 | 37 | 38 | 39 | 40
EPAC2 ag | -2% | 1% | -3% | -3% | 9% | -4% | -3% | 10%
EPAC1 ag | -5% | 4% | 0% | -4% | 10% | -7% | -6% | 5%
aSyn rescue | -5% | 15% | / | -7% | 1% | 4% | 2% | -3%
EPAC1 antag | 12% | -12% | 3% | 1% | -5% | 2% | -23% | 11%
EPAC2 antag | 8% | -9% | -1% | 4% | -5% | -9% | -4% | 1%
FUS suppressor | -11% | / | -2% | -4% | 10% | 14% | ? | -2%
PTHR1 agonist | -14% | i | i | i | -78%[inhibitor] | i | i | i
TDP-43 yeast inh | -9% | -13% | 8.9µM* | 6% | 1% | -8% | 16% | -17%

Three structures already listed, ordered by formula weight, ascending:
20) Cc1nn(C)c(C(=O)NNC(=S)NCc2ccco2)c1Br
6) O=C1c2cccc(OCc3ccc(F)cc3)c2CCN1Cc1ccc(F)cc1
1) CCC1CCCCN1CCCNC(=O)c1ccc2c(c1)N(Cc1ccc(F)cc1)C(=O)c1ccccc1S2=O (configuration not stated)

screen / no. | 20 | 6 | 1
EPAC2 ag | 5% | -3% | 9%
EPAC1 ag | -5% | 22% | 11%
aSyn rescue | -9% | 0% | -1%
EPAC1 antag | ? | -7% | 25%
EPAC2 antag | 1% | -12% | 6%
FUS suppressor | -23% | / | 16%
PTHR1 agonist | i | -59%[inhibitor] | ?
TDP-43 yeast inh | 12% | 27% | -4%

3 compounds already listed, arranged by the value under EPAC2 ag, largest number first:
No.	SMILES	EPAC2 ag	EPAC1 antag	EPAC2 antag	FUS suppressor	PTHR1 agonist	TDP-43 yeast inh
40	CCC(C)NC(=O)c1ccccc1C(=O)NC(C)CC (configuration not stated)	10%	11%	1%	-2%	i	-17%
37	Cc1cccc(N2CCN(CC(=O)NCc3ccc(Cl)cc3)CC2)c1C	9%	-5%	-5%	10%	-78%[inhibitor]	1%
39	COc1ccc(NC(=O)c2ccccc2-c2ccc(C(F)(F)F)cc2)cc1S(=O)(=O)N1CCOCC1	-3%	-23%	-4%	?	i	16%

(cont.)
41) CCC(=O)Nc1nnc(CSCc2ccccc2)s1
42) O=C(NCc1cccc(Br)c1)C1CC2Cn3c(nc4ccccc43)C2N1Cc1ccccc1 (configuration not stated)
43) CCc1ccc(S(=O)(=O)Nc2ccc(N3CCN(C)CC3)cc2)cc1
44) O=C(COc1ccc(-n2cnnn2)cc1)Nc1ccc(Br)cc1F
45) COc1cccc(NC(=O)c2nnn(Cc3ccc(Br)cc3F)c2N)c1
46) O=c1[nH]c(-c2ccccc2)cnc1-c1ccccc1

screen / no. | 41 | 42 | 43 | 44 | 45 | 46
EPAC2 ag | -6% | 6% | 2% | 6% | 4% | 3%
EPAC1 ag | -4% | -14% | -2% | 4% | -3% | 4%
aSyn rescue | 7% | 11% | 2% | 2% | 2% | -7%
EPAC1 antag | -4% | 22% | 3% | -15% | ? | 9%
EPAC2 antag | 2% | -4% | 5% | -1% | 2% | 7%
FUS suppressor | -23% | 6% | -9% | 5% | -18% | -24%
PTHR1 agonist | i | -16% | i | -1% | -11% | -20%
TDP-43 yeast inh | 19% | 25% | 5% | 22% | 19% | 13%

An excerpt, so the mix of outcomes need not match the whole.
